Compound activity (PubChem BioAssay)
NLRP3 yeast inh: NALP3 inhibition in yeast | Yeast reconstituted NLRP3/ASC/caspase-1, beta-gal luminescence, 24 h | hit rate 0.39% among 330,000 | inhibition, % at 10 µM;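 active = inhibition of 50% or more; inactive = inhibition below 50%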;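 note: plate controls were induced DMSO wells for no effect and uninduced yeast grown without galactose for full effect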
A3A deaminase: blocks human APOBEC3A ssDNA deamination; AID 493011; hit rate 0.41% among 330,000; P31941; inhibition, % at 20 µM; recombinant A3A, FAM/TAMRA ssDNA deamination fluorescence;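 active = at least 40% inhibition at 20 µM here, with at most 30% in a related deaminase screen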;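 note: plate controls were A3A with DMSO for no effect and wells lacking A3A enzyme for full effect; some results filed as inactive read as strong as hits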
Target sequence (P31941 whole entry, looked up): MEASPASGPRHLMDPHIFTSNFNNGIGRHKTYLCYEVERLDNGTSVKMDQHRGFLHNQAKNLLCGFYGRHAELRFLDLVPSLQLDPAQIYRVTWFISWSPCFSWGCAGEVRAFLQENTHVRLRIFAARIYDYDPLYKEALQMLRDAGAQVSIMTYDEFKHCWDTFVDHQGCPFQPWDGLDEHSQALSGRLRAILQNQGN
mIAP act: increases mouse intestinal alkaline phosphatase activity | muIAP, CDP-Star luminescence, 30 min; stronger effect = higher value; 1 = vehicle-only enzyme signal, 0 = enzyme-free wells | activation factor at 10 µM | hit rate 0.24% among 330,000 | AID 2805;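 active = activation factor of at least 2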; note: the source names both 10 and 20 µM as test concentration; values of inactives mirror those of a sister screen read the other way
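Assay system: mouse IAP enzyme; Reagent: CDP-Star chemiluminescent phosphatase substrate; Compound: DMSO-dissolved test compounds; Incubation: 30 min, room temperature; Technique: luminescence from enzymatic CDP-Star hydrolysis; Controls: DMSO-only wells and no-enzyme negative control.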
hIAP block: blocks human intestinal alkaline phosphatase; P09923; purified IAP, CDP-Star luminescence, 30 min; inhibition, % at 10 µM; hit rate 0.12% among 330,000; AID 2544;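 active = inhibition reaching a set limit with compound at 10 µM in the primary screen, cut at about 35% in these data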;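 note: plate controls were DMSO wells with enzyme for no effect and no-enzyme buffer wells for full effect; values of inactives mirror those of a sister screen read the other way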
Target sequence (P09923 whole entry, looked up): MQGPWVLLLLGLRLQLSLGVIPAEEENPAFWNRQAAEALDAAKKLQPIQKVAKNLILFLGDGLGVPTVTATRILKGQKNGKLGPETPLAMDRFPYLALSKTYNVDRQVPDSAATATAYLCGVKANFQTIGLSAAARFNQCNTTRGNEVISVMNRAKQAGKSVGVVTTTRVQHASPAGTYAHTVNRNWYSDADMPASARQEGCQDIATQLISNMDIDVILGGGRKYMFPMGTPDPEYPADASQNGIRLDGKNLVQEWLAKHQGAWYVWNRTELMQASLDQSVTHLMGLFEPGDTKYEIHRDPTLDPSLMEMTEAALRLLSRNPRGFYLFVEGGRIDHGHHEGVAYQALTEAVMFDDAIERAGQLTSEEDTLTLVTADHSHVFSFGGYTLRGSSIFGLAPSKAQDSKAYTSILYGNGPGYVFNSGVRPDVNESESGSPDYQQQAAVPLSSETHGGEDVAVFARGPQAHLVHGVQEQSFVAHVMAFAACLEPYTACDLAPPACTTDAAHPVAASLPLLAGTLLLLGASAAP
mIAP block: mouse IAP inhibition | hit rate 0.2% among 330,000 | inhibition, % at 10 µM | purified mouse IAP, CDP-Star luminescence, 30 min;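 active = inhibition of at least 40% at 10 µM in the primary screen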;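 note: plate controls were DMSO with enzyme for no effect and no enzyme wells for full effect; values of inactives mirror those of a sister screen read the other way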
SENP1 inh: SENP1 (human) catalytic domain inhibition. recombinant SENP1 catalytic domain, CyPet-SUMO1-YPet FRET cleavage. inhibition, % at 10 µM. hit rate 0.21% among 360,000;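 active = inhibition at least 30% at 10 µM, raw YFP signal under a set limit, fluorescence ratio 0.5 to 1.5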;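 note: 0% = enzyme with DMSO and 100% = no enzyme wells; some results filed as inactive read as strong as hits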
Target sequence (Q9P0U3 419-644 limits assumed): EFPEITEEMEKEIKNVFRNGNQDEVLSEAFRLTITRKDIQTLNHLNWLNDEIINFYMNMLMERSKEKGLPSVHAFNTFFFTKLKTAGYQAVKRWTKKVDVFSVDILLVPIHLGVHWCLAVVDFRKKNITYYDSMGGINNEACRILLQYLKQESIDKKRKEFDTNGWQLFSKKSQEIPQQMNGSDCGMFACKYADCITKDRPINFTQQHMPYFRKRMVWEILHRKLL
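Test system: human SENP1 catalytic domain; medium: Tris pH 8 buffer plus EDTA, NaCl, BME, BSA, NP40, catalase; incubation: 50 min reaction at room temperature; technique: FRET, CFP and YFP emission; controls: no-enzyme low control and enzyme-plus-DMSO high control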
beta cell repl: inducers of beta-cell replication in MIN6 cells | hit rate 0.29% among 330,000 | MIN6 cells proliferation, ATPlite luminescence, 48 h; cells starved in 0.2% serum; 100% = growth in 10% serum | AID 2380 | proliferation, % at 10 µM;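 active = compounds whose signal lies at least 3.5 SD above the mean of all wells on their plate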;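 note: 0% = DMSO-treated cells in low-serum medium and 100% = 10% serum control; some compounds called inactive have numbers as strong as hits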
hIAP activ: human IAP activation; P09923; purified human IAP, CDP-Star luminescence, 30 min; stronger effect = higher value; 1 = vehicle-only enzyme, 0 = enzyme-free background; activation factor at 10 µM; hit rate 0.16% among 330,000; AID 2524;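 active = activation factor of the enzyme at least 2-fold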; note: the source names both 10 and 20 µM as test concentration; values of inactives mirror those of a sister screen read the other way
A3G deaminase: blocks human APOBEC3G single-stranded DNA deamination. hit rate 0.28% among 330,000. inhibition, % at 20 µM. Q9HC16. recombinant A3G, ssDNA deamination FAM/TAMRA fluorescence. AID 493012;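 active = inhibition of at least 40% at 20 µM, with no more than 30% in the related APOBEC3A deaminase screen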;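 note: plate controls were DMSO wells with A3G for no effect and wells lacking A3G enzyme for full effect; some compounds called inactive have numbers as strong as hits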
An asterisk follows results filed as active; · = no result given. Only part of the results is shown; rates above refer to the full screens.

SMILES	NLRP3 yeast inh	A3A deaminase	mIAP act	hIAP block	mIAP block	SENP1 inh	beta cell repl	hIAP activ	A3G deaminase
CCCC1=[N+](CC(=O)c2ccc(Br)cc2)CCn2cccc21	19	-3	0.96	-9	4	0	-3	1.1	-8
COc1ccccc1CN1Cc2cccc3c2[C@@H](CC1=O)[C@H](O)[C@H](O)C3	4	-1	0.97	-17	3	1	2	1.2	-11
N#Cc1ncc(C(F)(F)F)cc1Sc1ccc(N)cc1	-8	1	0.97	2	3	3	2	0.98	-5
CCn1c(=O)c([N+](=O)[O-])c(NCCN(C)C)c2ccccc21	10	0	0.9	4	10	-9	-2	0.96	-2
C=CCNC(=O)C(C)Sc1ccc(Cl)cc1 (stereo not given)	6	-3	1	1	-4	2	1	0.99	-7
CC1CCCN(CCCNC(=O)C2CC(=O)N(CCc3ccccc3)C2)C1 (stereo not given)	9	-1	1.1	-12	-10	1	0	1.1	5
O=C(c1ccc2ccccc2n1)N1CCN(Cc2c(F)cccc2Cl)CC1	21	-2	0.95	5	5	-2	-1	0.95	-10
COc1ccc(-c2cc(=O)c3ccccc3[nH]2)cc1	0	0	0.92	7	8	-4	1	0.93	-9
CCCOC(=O)c1c(NC(=O)CSc2nc(-c3ccco3)cc(C(F)(F)F)n2)sc(C(=O)OC)c1C	16	2	0.95	20	4	0	-4	0.8	-4
O=C(Cc1ccc(F)cc1)Nc1ccc(F)c([N+](=O)[O-])c1	1	0	0.98	0	2	1	-2	0.99	1
Cc1cccc(NC(=O)c2cccc(C(=O)Nc3cccc(C)c3)n2)c1	2	-3	0.97	11	2	1	0	0.89	-13
CN(C(=O)c1ccc(N2CCCCC2)c([N+](=O)[O-])c1)C1CCS(=O)(=O)C1 (stereo not given)	7	-1	1	1	-4	1	1	0.99	0
Cc1ccc(-c2csc(=S)[nH]2)cc1	6	1	0.91	19	9	2	-6	0.81	-6
CC1CCCCN1CCNC(=O)C1CC(=O)N(c2ccc(F)c(Cl)c2)C1 (stereo not given)	12	-5	1	1	-2	-25	-3	0.99	-6
COc1cc2c(cc1NC(=O)CSCC(=O)O)oc1ccccc12	5	2	1	24	-1	-1	0	0.76	1
CCN(CC)S(=O)(=O)c1ccc(C(=O)NCc2ccc3c(c2)OCO3)cc1	12	0	0.97	0	2	0	2	1	-13
COc1ccc(S(=O)(=O)Nc2cccc3c2O[C@H](CN(C)Cc2ccccc2)[C@@H](C)CN([C@H](C)CO)C3=O)cc1	-20	-3	0.99	-8	1	1	-2	1.1	-8
Cc1cccc(CN2CCC(C(N)=O)CC2)c1	4	-5	0.96	0	4	2	1	1	-9
O=C(N/N=C\c1ccc2c(c1)OCO2)c1ccc(Cn2cc(Br)c([N+](=O)[O-])n2)o1	-3	2	0.96	-10	4	1	-4	1.1	-4
CC(C)(C)NC(=O)Cc1ccc(Cl)c(Cl)c1	4	3	0.99	8	1	-3	-3	0.92	-4
CCOC(=O)c1cnc2ccc(OCC)cc2c1NCc1cccnc1	19	-1	1.1	1	-7	0	0	0.99	-6
O=c1c(-c2ccccc2)coc2c(CN3CCCC3)c(O)ccc12	20	0	0.99	14	1	-3	2	0.86	-4
O=C(CC1C(=O)NCCN1C/C=C/c1ccccc1)NCCc1cnccn1 (stereo not given)	16	-5	0.93	-32	7	-5	-1	1.3	-2
COc1ccc(NC(=O)CSc2nncs2)cc1OC	2	5	0.94	-3	6	1	-2	1	1
O=C(CC1C=Cc2ccccc2N1C(=O)c1ccccc1)c1ccccc1 (stereo not given)	-13	-2	0.96	8	4	3	-3	0.92	-4
COc1cccc(/C=C2/CN(C)CC3=C2OC(N)=C(C#N)C3c2cccc(OC)c2)c1 (stereo not given)	14	-3	0.91	17	9	-32	-4	0.83	-4
CCN1/C(=C/c2ccc3cccc(C)c3[n+]2CC)Sc2ccccc21	6	70*	0.86	19	14	85	-6	0.81	24
COc1ccc(OCC(O)Cn2c(=N)n(CCN3CCCCC3)c3ccccc32)cc1 (stereo not given)	-2	2	0.97	11	3	1	-4	0.89	2
Cc1ccc(S(=O)(=O)N2CCCC2C(=O)O)cc1 (stereo not given)	18	-3	0.94	9	6	-2	0	0.91	-7
CC(C)(C)n1nnnc1C(c1ccccc1)N1CCc2ccccc2C1 (stereo not given)	17	-5	0.91	21	9	0	0	0.79	-4

A different layout for part of the listing above.
Order of results: NLRP3 yeast inh, A3A deaminase, mIAP act, hIAP block, mIAP block, SENP1 inh, beta cell repl, hIAP activ, A3G deaminase
- CCCC1=[N+](CC(=O)c2ccc(Br)cc2)CCn2cccc21
→ 19, -3, 0.96, -9, 4, 0, -3, 1.1, -8
- COc1ccccc1CN1Cc2cccc3c2[C@@H](CC1=O)[C@H](O)[C@H](O)C3
→ 4, -1, 0.97, -17, 3, 1, 2, 1.2, -11
- N#Cc1ncc(C(F)(F)F)cc1Sc1ccc(N)cc1
→ -8, 1, 0.97, 2, 3, 3, 2, 0.98, -5
- CCn1c(=O)c([N+](=O)[O-])c(NCCN(C)C)c2ccccc21
→ 10, 0, 0.9, 4, 10, -9, -2, 0.96, -2
- C=CCNC(=O)C(C)Sc1ccc(Cl)cc1 (stereo not given)
→ 6, -3, 1, 1, -4, 2, 1, 0.99, -7
- CC1CCCN(CCCNC(=O)C2CC(=O)N(CCc3ccccc3)C2)C1 (stereo not given)
→ 9, -1, 1.1, -12, -10, 1, 0, 1.1, 5
- O=C(c1ccc2ccccc2n1)N1CCN(Cc2c(F)cccc2Cl)CC1
→ 21, -2, 0.95, 5, 5, -2, -1, 0.95, -10
- COc1ccc(-c2cc(=O)c3ccccc3[nH]2)cc1
→ 0, 0, 0.92, 7, 8, -4, 1, 0.93, -9
- CCCOC(=O)c1c(NC(=O)CSc2nc(-c3ccco3)cc(C(F)(F)F)n2)sc(C(=O)OC)c1C
→ 16, 2, 0.95, 20, 4, 0, -4, 0.8, -4
- O=C(Cc1ccc(F)cc1)Nc1ccc(F)c([N+](=O)[O-])c1
→ 1, 0, 0.98, 0, 2, 1, -2, 0.99, 1
- Cc1cccc(NC(=O)c2cccc(C(=O)Nc3cccc(C)c3)n2)c1
→ 2, -3, 0.97, 11, 2, 1, 0, 0.89, -13
- CN(C(=O)c1ccc(N2CCCCC2)c([N+](=O)[O-])c1)C1CCS(=O)(=O)C1 (stereo not given)
→ 7, -1, 1, 1, -4, 1, 1, 0.99, 0
- Cc1ccc(-c2csc(=S)[nH]2)cc1
→ 6, 1, 0.91, 19, 9, 2, -6, 0.81, -6
- CC1CCCCN1CCNC(=O)C1CC(=O)N(c2ccc(F)c(Cl)c2)C1 (stereo not given)
→ 12, -5, 1, 1, -2, -25, -3, 0.99, -6
- COc1cc2c(cc1NC(=O)CSCC(=O)O)oc1ccccc12
→ 5, 2, 1, 24, -1, -1, 0, 0.76, 1
- CCN(CC)S(=O)(=O)c1ccc(C(=O)NCc2ccc3c(c2)OCO3)cc1
→ 12, 0, 0.97, 0, 2, 0, 2, 1, -13
- COc1ccc(S(=O)(=O)Nc2cccc3c2O[C@H](CN(C)Cc2ccccc2)[C@@H](C)CN([C@H](C)CO)C3=O)cc1
→ -20, -3, 0.99, -8, 1, 1, -2, 1.1, -8
- Cc1cccc(CN2CCC(C(N)=O)CC2)c1
→ 4, -5, 0.96, 0, 4, 2, 1, 1, -9

New compounds follow
SMILES	NLRP3 yeast inh	A3A deaminase	mIAP act	hIAP block	mIAP block	SENP1 inh	beta cell repl	hIAP activ	A3G deaminase
O=C(CN1C(=O)S/C(=C\c2cccc(Cl)c2)C1=O)NCCCn1ccnc1	10	-4	0.85	-18	14	2	-3	1.2	-5
Cc1cc(-n2ccc(=O)[nH]c2=O)nc(-c2ccccc2)n1	8	-3	0.94	0	6	2	0	1	-6
COc1cccc(C(=O)N2CCC(n3nccc3NC(=O)CCOc3ccccc3)CC2)c1	22	-2	1.1	0	-14	3	-2	1	9
O=C(CCC(=O)Nc1ccc(F)cc1)N/N=C/c1ccc(F)cc1	8	1	1.1	1	-5	3	-4	0.99	-6
CCOCC(=O)Nc1cccc(NC(C)=O)c1	23	-4	0.98	2	2	-1	-2	0.98	-6
Cc1ccc(CC2CC(=O)N(c3ccncc3)C2=O)cc1 (stereo not given)	4	1	0.9	-3	10	1	1	1	-2
COc1ccccc1S(=O)(=O)Nc1cccc(-c2nnc3n2CCCCC3)c1	19	-4	1	-18	0	1	-2	1.2	-3
CN1CCN(S(=O)(=O)c2cccc(C(=O)O)c2)CC1	4	2	1.1	4	-7	2	0	0.96	0
COc1cccc(C2=CC(c3ccc(N(C)C)cc3)n3ncnc3N2)c1 (stereo not given)	11	-5	1.1	-3	-13	·	-1	1	-7
COc1ccc(CSC2=NCCN2)cc1Br	13	-7	0.99	5	1	0	0	0.95	-9
Cc1cnc(C(=O)OCC(=O)c2ccc(Br)s2)cn1	6	8	1	-10	-3	1	2	1.1	-3
COCc1[nH]nc2c1C1(CCSCC1)C(C#N)=C(N)O2	15	-1	0.91	12	9	0	1	0.88	2
O=C1C=C(c2ccc(C(=O)O)cc2)C[C@@H](c2ccc3c(c2)OCO3)C1	11	0	0.96	-6	4	-1	2	1.1	-5
Cc1ccccc1OCC(=O)NCCN(C)C	17	0	1	-3	-4	-1	-2	1	-2
Cc1cc(-c2nnc(SCC(=O)Nc3ccc(F)cc3)n2N)n[nH]1	8	-5	1	-9	-1	1	-2	1.1	-8

Compound profiles, as listed above. Order of screens: NLRP3 yeast inh, A3A deaminase, mIAP act, hIAP block, mIAP block, SENP1 inh, beta cell repl, hIAP activ, A3G deaminase
Record of CC1CCCCN1CCNC(=O)C1CC(=O)N(c2ccc(F)c(Cl)c2)C1 (stereo not given) → 12, -5, 1, 1, -2, -25, -3, 0.99, -6
Record of O=C(CC1C(=O)NCCN1C/C=C/c1ccccc1)NCCc1cnccn1 (stereo not given) → 16, -5, 0.93, -32, 7, -5, -1, 1.3, -2
